E-sel TNF inh: E-selectin induction blockers in HUVEC – imaging, immunofluorescence, high content, primary screen; hit rate 0.71% among 120,000; HUVEC TNFa-induced E-selectin immunofluorescence; inhibition, % at 2 µM;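 active = inhibition above the batch mean plus 3 SD, and confirmed as a hit on visual image review, cut at about 43% in these data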;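 also: 0% = TNF-stimulated DMSO wells and 100% = unstimulated control wells; not every result past the cut was called active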
The depositor's hits bear a star. The list is partial (hit frequency here may not be typical).

E-sel TNF inh,molecule
-34.5,CCn1nc(C)c(CNC(=O)Nc2ccccc2C(=O)OC)c1C
18.9,C#CCN(Cc1ccco1)C(=O)c1cc(COc2ccc(F)cc2Cl)on1
-29.4,C/C(=N\Nc1ccc(Cl)cc1)c1c(O)cc(C)oc1=O
-6.4,O=[N+]([O-])c1ccc(OS(=O)(=O)Cc2ccccc2)cc1
-25.9,O=C(NCc1cccnc1)C(=O)Nc1nc2ccccc2s1
18.5,O=C(Nc1ccn(Cc2ccccc2)n1)c1cccc(F)c1
-17.1,O=C(O)c1cc(-c2cc3ccccc3o2)nn1-c1ccccc1
39.6,CCOC(=O)C1CCCN(Cc2cc(=O)oc3cc(C)ccc23)C1 (stereo not given)
6.8,CC1Cc2ccccc2N1CC(=O)NC(=O)NC1CCCC1 (stereo not given)
4.6,Cc1ccsc1-c1nc(CN2C[C@@H](C)O[C@@H](C)C2)c(C)o1
-23.1,COc1ccc(N(C)C(=O)Nc2ccc3nsnc3c2)cc1
-2.2,COc1ccc(NC(=O)CN(C)CC(=O)Nc2ccc3c(c2)CCC3)cc1
-21.0,C=CCc1cccc(/C=N/NC(=O)C(C)Nc2cccc(C)c2)c1O (stereo not given)
8.0,N#Cc1c(-n2cccc2C=O)sc2c1CCCC2
-41.9,C=C(C)C1CC=C(C)/C(=N/NC(=O)C2CC2c2ccccc2)C1 (stereo not given)
16.5,COc1ccc(Nc2c(-c3ccco3)nc3cccc(C)n23)cc1
-14.9,CCN1C(C)=C(C)S/C1=C1\SC(=S)N(NC(C)=O)C1=O
-15.5,CCCN(CCC)CC(O)COc1ccc2c(c1)OCO2 (stereo not given)
0.2,CC(C)c1nnc(NC(=O)CSc2nc3ccccc3[nH]2)s1
-23.4,CC(OC(=O)c1cc(=O)[nH]c2ccccc12)C(=O)c1ccccc1 (stereo not given)
-8.7,CCOc1ccc(S(=O)(=O)Nc2ccccc2C(=O)N2CCCC2)cc1
27.0,Cc1noc(C)c1C(=O)OCC(=O)Nc1cc(S(=O)(=O)N2CCOCC2)ccc1Cl
2.4,N#Cc1nc(-c2ccccc2)oc1NCCCn1ccnc1
2.3,COC(CNC(=O)c1ccc(-n2c(=S)[nH]c3ccccc3c2=O)cc1)OC
-40.5,CCN1CCc2c(sc(NC(=O)CN3C(=O)c4ccccc4C3=O)c2C(N)=O)C1
-23.4,Cc1cc(C)cc(NC(=S)/C(=C(\[O-])c2ccc(Cl)cc2Cl)[n+]2ccccc2)c1
26.2,CC(=O)c1cnc(-c2ccccc2Cl)s1
-9.5,COc1cc(/C=C/C(=O)O)ccc1OCc1cnc(Cl)s1
16.1,O=C(CSc1nnc2ccc(-c3ccncc3)nn12)N1CCCCC1
-17.1,CCOC(=O)C1C(=O)NC(c2ccccc2)=NC1c1ccc(OC)cc1 (stereo not given)

Quoted at random: two records from the list
E-sel TNF inh,molecule
2.3,COC(CNC(=O)c1ccc(-n2c(=S)[nH]c3ccccc3c2=O)cc1)OC
2.4,N#Cc1nc(-c2ccccc2)oc1NCCCn1ccnc1

The list continues.
E-sel TNF inh,molecule
-18.9,COCC(C)NC(=O)CSc1nc2nn(-c3ccccc3)c(=O)c-2c2n1CCCCC2 (stereo not given)
9.1,CCOc1ccc(NC(=O)N2CCN(S(C)(=O)=O)CC2)cc1
6.0,Cc1cc2c(cc(C(=O)OC(C(=O)NCC3CCCO3)C(C)C)n2C)o1 (stereo not given)
1.1,O=C1CN(C(=O)COC(=O)CNC(=O)c2ccc(Cl)cc2)c2ccccc2N1
2.6,COC(=O)c1sc2ncn(CC(=O)NCCc3ccc(OC)c(OC)c3)c(=O)c2c1C
1.5,O=C(Cn1c(=S)[nH]c2ncccc2c1=O)NCCc1ccccc1
-9.9,O=C(NC1=NCCS1)c1ccc(Cl)c(S(=O)(=O)N2CCOCC2)c1
-6.7,COc1ccc(-c2csc(NC(=O)c3ccc(N4C(=O)CCC4=O)cc3)n2)cc1OC
42.8,Cc1ccccc1-c1n[nH]c(=S)n1C
-29.9,c1ccc(-c2ccccc2OCCCN2CCOCC2)cc1
11.2,O=c1[nH]c2ccccc2c2ccccc12
26.5,CC(Sc1nnnn1C)C(=O)Nc1ccc2c(c1)OCCO2 (stereo not given)
11.9,COC(=O)CCCNC(=O)c1ccc(OC2CCN(CCc3ccccc3)CC2)cc1
23.4,COc1ccc(NC(=O)COC(=O)/C=C/c2cnc3ccccc3n2)cc1
15.6,O=C(Nc1ccc(C(=O)O)cc1)/C(=C\c1ccc2c(c1)OCO2)NC(=O)c1ccccc1
-18.8,CC1(/[N+]([O-])=C/c2ccccc2F)CCCCC1=O (stereo not given)
-20.7,CCC1C(=O)CC(c2ccccc2)NC1c1ccccc1 (stereo not given)
-42.0,O=C(COc1ccc(Br)cc1F)N1CCN(c2ncccn2)CC1
-45.3,CC(C)C(C(=O)NC1=NCCS1)c1ccc(Cl)cc1 (stereo not given)
-16.1,COc1ccc(C(C(=O)NC2CCCCC2)N(C(=O)c2ccccn2)c2cccnc2)cc1 (stereo not given)
-19.0,CC(=O)Nc1cccc(-c2csc(Nc3ncccn3)n2)c1
-1.4,CN(C)CCCN(C(=O)c1cccs1)c1nc2cc3c(cc2s1)OCO3
-23.8,COc1cccc(CN2CCNC(=O)C2CC(=O)NCCc2nc(C)c(C)s2)c1OC (stereo not given)
-14.2,O=C(CNC1CCCCC1)NCC1(c2ccccc2)CCCC1
-6.0,Cn1nc(-c2ccccc2)c(N2CCCCC2)cc1=O
-4.5,COc1cc(C(=O)OCC2CC(c3ccccc3)=NO2)cc(OC)c1OC (stereo not given)
-4.9,N#Cc1ccccc1S(=O)(=O)N1CCN(c2cnccn2)CC1
-8.2,CN(CC(=O)Nc1cccc(C#N)c1)Cc1ccc(Cl)cc1
-0.3,CC(=O)c1cccc(N(C(=O)CNC(=O)c2ccco2)C(C(=O)NC2CCCC2)c2ccc(C)o2)c1 (stereo not given)
13.9,O=C(NCCc1ccccc1)C1CCC(CNS(=O)(=O)c2cccs2)CC1 (stereo not given)
11.3,Cc1cc(=O)[nH]c(SCC(=O)NNC(=O)Cc2ccccc2)n1
-52.8,COc1ccc(NC(=S)NC(=O)/C=C/c2cccs2)cc1
-4.9,COc1ccc(-c2[nH]ncc2N=Nc2cc(C)cc(C)c2)cc1
-5.7,Cc1c(-c2ccn[nH]2)cc(NC(=O)c2ccc(Cl)cc2)c(=O)n1N
9.6,CN(C)C(=O)c1cn(-c2ccccc2)nc1-c1cc2ccccc2oc1=O
10.4,Cc1ccnc(NS(=O)(=O)c2ccc(N3C(=O)Nc4ccccc4N3O)cc2)c1
3.6,CN(C)c1ccc(NC(=O)C(=O)NCCOc2ccccc2)cc1
4.6,COc1ccc2nc(N=NC3=C(O)CC(C)(C)CC3=O)sc2c1
-12.7,COc1ccc(NC(=S)N(CCc2ccc(OC)c(OC)c2)Cc2ccccn2)cc1
-7.6,CC(=O)N1N=C2/C(=C/c3ccccc3)CCCC2C1c1ccccc1 (stereo not given)
-11.8,O=C(Cc1ccccc1)NNC(=O)c1ccc(NC(=O)c2ccccc2)cc1
-10.1,CCN1CCN(C2=CC3=CC(=C(C#N)C#N)CCC3CC2)CC1 (stereo not given)
17.4,O=c1c2ccccc2c2ccccc2c(=O)n1-c1ccccc1
-13.6,COc1ccc(C(=O)O)cc1NC(=S)NC(=O)c1ccc(-c2ccc(Cl)cc2)o1
-40.8,CCOC(=O)c1ccccc1NC(=O)CSc1ccc(-c2cccnc2)nn1
-4.5,CC(OC(=O)C1=COCCO1)C(=O)Nc1cc(S(=O)(=O)N2CCCCC2)ccc1Cl (stereo not given)
-24.8,CCC(CC)C(=O)c1c[nH]c(C(=O)NN)c1
29.4,CN1C(=O)/C(=C/c2cc(C(C)(C)C)c(O)c(C(C)(C)C)c2)NC1=S
1.6,CCN(CC)CCNC(=O)Cn1cnc2sc(C)c(S(=O)(=O)N3CCN(c4ncccn4)CC3)c2c1=O
-12.8,COc1ccc(N2CCN(C(CNC(=O)C(=O)NCCCn3ccnc3)c3ccco3)CC2)cc1 (stereo not given)

Continued.
E-sel TNF inh,molecule
13.4,CC1=NNC(=O)C1CCC(=O)N/N=C\c1cccc(Cl)c1 (stereo not given)
14.6,COc1ccc(C(=O)CNc2ccccc2CO)cc1
0.9,O=C1COc2ccc(C(=O)CSc3nc4ccccc4c(=O)n3-c3ccc(Cl)c(Cl)c3)cc2N1
7.8,CC(NC(=O)c1ccc(OC2CCN(S(=O)(=O)N(C)C)CC2)cc1)C1CC1 (stereo not given)
5.8,COc1ccc(C(=O)OCC[N+]2(C)CCCCC2)cc1
-11.2,S=c1ccc2ccccc2[nH]1
11.6,NS(=O)(=O)c1ccc(CCn2c(=S)[nH]c3ccc(F)cc3c2=O)cc1
6.3,O=C(NCCCN1CCN(c2ccc(F)cc2)CC1)Nc1ccc([N+](=O)[O-])cc1
17.9,CCN(CC)c1ccc(S(=O)(=O)N(CC)CC)cc1NC(=O)C1CCCC1
-4.3,O=C(Nc1ccccc1)N1CCC(C(=O)N2CCN(c3ccccc3F)CC2)CC1
-48.1,Cc1cc(=O)[nH]c(N/N=C/c2c(C)nn(-c3ccc(F)cc3)c2Cl)n1
-30.3,O=C(Nc1ccc(C(F)(F)F)cc1)c1cnc(N2CCN(c3ccccn3)CC2)c2ccccc12
17.7,Cc1noc(C)c1COC(=O)c1cnc(Cl)c(Cl)c1
-17.5,CC1(C)C(=O)Nc2ccccc2N1C(=O)CN1C(=O)NC(CCc2ccccc2)C1=O (stereo not given)
-25.6,O=S(=O)(c1ccccc1)c1nc(NC2CC2)sc1Cl
-0.2,O=C1CC(c2ccccc2)CC(O)=C1C=Nc1ccccc1O (stereo not given)
-5.3,CCSc1n[nH]c(=S)s1
7.6,CCn1cnc2sc(C(=O)Oc3ccc(Br)cc3)c(C)c2c1=O
-17.9,COc1ccc(NC(=O)N(Cc2cc3ccc(OC)cc3[nH]c2=O)CC2CCCO2)cc1 (stereo not given)
-8.9,O=C(Nc1cccnc1)c1ccc(Cl)c(S(=O)(=O)N2CCc3ccccc32)c1
24.9,N#CCCN(C(=O)COc1ccc(F)cc1Br)c1ccccc1F
0.0,Cc1nc(N2CCOCC2)c2c(C)c(C(=O)Nc3ccccc3Cl)sc2n1
-3.4,Nc1cc2nc[nH]c2cc1N
-18.4,C/C(=N/NC(=O)CSc1nc2ccccc2n1C)c1ccncc1
-26.2,Cn1c(SCC(=O)c2c(N)n(C)c(=O)n(C)c2=O)nnc1-c1ccccc1F
-40.0,CCCNS(=O)(=O)c1ccc(OCC(=O)N2CCCC2)cc1
-13.8,CCc1nc(SCC(=O)c2ccccc2)c2ccccc2n1
1.2,Cc1ccc(NC(=O)COC(=O)c2cccnc2)c(C)c1
-7.2,COc1cc(NC(=O)c2cccs2)ccc1NC(=O)c1ccccc1Cl
-53.0,Cc1cccc(C)c1NC1=NC(=S)N(c2ccc(C(=O)O)cc2)C12CCCCC2
-5.2,O=C1CN(C(=O)COC(=O)c2cccnc2Cl)c2ccccc2N1
23.6,CN(C)N1C(N)=C(C#N)C(c2ccccc2)C2=C1CCCC2=O (stereo not given)
-16.3,CC(C)CNC(=O)NC(=O)COC(=O)C1CSC2(c3ccc(F)cc3)CCC(=O)N12 (stereo not given)
-10.8,Cc1cccc(OCCC(=O)Nc2nnc(C)s2)c1
-4.0,COc1cc(/C=C(\C#N)c2nc3ccccc3s2)cc([N+](=O)[O-])c1O
16.8,COc1cnc(-c2ccccn2)[nH]c1=O
23.7,Cn1cc2cccc([N+](=O)[O-])c2n1
-24.9,CC(=O)N/N=C(\C)CC(=O)NC(C)(C)C
3.1,CN(C)/C=C(\C#N)C(=O)N/N=C/c1ccc(F)cc1
15.8,CCN(CCn1cccn1)C(=O)CC1C(=O)NCCN1Cc1ccc(OC)c(OC)c1 (stereo not given)
-6.4,Cc1c(C(=O)O)sc2nc(SCC(=O)Nc3ccc(S(=O)(=O)NC(C)(C)C)cc3)[nH]c(=O)c12
-5.9,Cc1nc(/C(N)=N/OC(=O)Cc2ccccc2)no1
1.7,O=C(CNC(=O)c1ccc2c(c1)OCCO2)N/N=C/c1cccc(Br)c1
-15.8,O=C(c1ccc(Br)cc1)c1sc(N2CCOCC2)nc1-c1ccccc1
-20.2,O=C(NCc1ccccn1)C(=O)Nc1nc(C23CC4CC(CC(C4)C2)C3)cs1
-5.5,O=C(Nc1ccc(NC(=S)NC(=O)c2ccccc2F)cc1)c1cccs1
-21.3,O=[N+]([O-])c1ccc(/C=N/Nc2nc(N3CCOCC3)nc(N3CCOCC3)n2)cc1
-8.4,CC(Sc1nncn1C)C(=O)NCc1ccc2c(c1)OCO2 (stereo not given)
-7.5,CCc1cccc(NC(=O)C(NC(=O)C2CCCCC2)C(C)C)c1 (stereo not given)
16.1,Fc1ccc(-c2nnc(SCc3cccnc3)o2)cc1

Of the compounds above, these contain a COOH group.
E-sel TNF inh,molecule
-17.1,O=C(O)c1cc(-c2cc3ccccc3o2)nn1-c1ccccc1
-9.5,COc1cc(/C=C/C(=O)O)ccc1OCc1cnc(Cl)s1
15.6,O=C(Nc1ccc(C(=O)O)cc1)/C(=C\c1ccc2c(c1)OCO2)NC(=O)c1ccccc1
-13.6,COc1ccc(C(=O)O)cc1NC(=S)NC(=O)c1ccc(-c2ccc(Cl)cc2)o1
-53.0,Cc1cccc(C)c1NC1=NC(=S)N(c2ccc(C(=O)O)cc2)C12CCCCC2
-6.4,Cc1c(C(=O)O)sc2nc(SCC(=O)Nc3ccc(S(=O)(=O)NC(C)(C)C)cc3)[nH]c(=O)c12

(further entries)
E-sel TNF inh,molecule
-6.1,C=CCOc1c(CNc2ccc3[nH]c(=O)[nH]c3c2)cccc1OC
-15.3,COc1ccccc1OCc1n[nH]c(=S)n1Cc1ccccc1
27.9,O=S(=O)(c1ccc2c(c1)OCCO2)N1CCc2ccccc21
-19.3,O=C(Nc1nccs1)C1CC(=O)N(Cc2ccco2)C1 (stereo not given)
-6.8,COc1ccc(/C=C2\SC(=S)NC2=O)cc1OS(=O)(=O)c1ccc(NC(C)=O)cc1

Some of these compounds in order of the E-sel TNF inh value, falling:
SMILES	E-sel TNF inh
O=S(=O)(c1ccc2c(c1)OCCO2)N1CCc2ccccc21	27.9
COc1ccc(/C=C2\SC(=S)NC2=O)cc1OS(=O)(=O)c1ccc(NC(C)=O)cc1	-6.8
O=C(Nc1nccs1)C1CC(=O)N(Cc2ccco2)C1 (stereo not given)	-19.3

Assay outcomes as filed in PubChem.
